High-throughput results from PubChem BioAssay.
TRPC6 inh – blocks the mouse TRPC6 cation channel. Q61143. HEK293-TRPC6, membrane potential dye, ACh-evoked depolarization; active compounds read low. B-score at 10 µM. actives 1.1% (n = 310,000);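 active = B-score under library mean minus 3 SD, initial fluorescence not abnormally high, positive integrated signal ratio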;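 also: B-score derived from integrated fluorescence ratio over the kinetic read; more negative B-score means stronger inhibition of depolarization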
Target sequence (Q61143 whole entry, looked up): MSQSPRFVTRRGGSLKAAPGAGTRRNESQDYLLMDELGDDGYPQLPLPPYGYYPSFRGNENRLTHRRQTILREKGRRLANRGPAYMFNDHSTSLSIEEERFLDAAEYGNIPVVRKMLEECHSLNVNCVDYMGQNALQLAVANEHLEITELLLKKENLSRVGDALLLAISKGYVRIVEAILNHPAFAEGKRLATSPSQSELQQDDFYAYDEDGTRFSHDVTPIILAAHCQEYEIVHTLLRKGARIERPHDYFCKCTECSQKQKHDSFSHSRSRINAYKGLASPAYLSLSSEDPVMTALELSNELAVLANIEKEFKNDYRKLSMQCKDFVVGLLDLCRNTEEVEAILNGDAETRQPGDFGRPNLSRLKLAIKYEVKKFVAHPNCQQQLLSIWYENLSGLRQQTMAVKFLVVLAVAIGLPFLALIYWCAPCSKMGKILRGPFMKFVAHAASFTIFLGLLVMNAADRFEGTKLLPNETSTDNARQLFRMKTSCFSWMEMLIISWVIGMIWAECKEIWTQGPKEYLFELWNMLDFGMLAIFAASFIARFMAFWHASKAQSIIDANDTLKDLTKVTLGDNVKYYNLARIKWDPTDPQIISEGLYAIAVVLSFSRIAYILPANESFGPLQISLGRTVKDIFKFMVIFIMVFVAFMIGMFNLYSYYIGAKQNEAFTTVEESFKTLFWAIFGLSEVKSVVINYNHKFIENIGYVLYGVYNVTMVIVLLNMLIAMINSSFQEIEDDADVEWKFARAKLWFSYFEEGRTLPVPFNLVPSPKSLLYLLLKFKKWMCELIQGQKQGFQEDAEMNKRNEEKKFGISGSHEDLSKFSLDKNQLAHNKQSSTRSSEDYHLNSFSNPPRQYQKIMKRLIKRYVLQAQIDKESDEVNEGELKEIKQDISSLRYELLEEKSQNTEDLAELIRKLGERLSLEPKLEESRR
MrgX1 allo act – allosterically activates human MrgX1 receptor signaling. Q96LB2. MrgX1-HEK293, Fluo-4 calcium flux, FDSS; active compounds read high. B-score at 10 µM. actives 0.63% (n = 310,000). AID 588675;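 active = plate-corrected calcium response at least 3 library SD above typical, normal starting fluorescence, not activating the receptor alone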;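 also: compound read alongside a low EC10 to EC30 dose of BAM8-22 agonist; peak minus trough fluorescence over baseline measured at the second addition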
TRPC4 block – TRPC4 (mouse) channel inhibition; Q9QUQ5; HEK293 TRPC4beta/mu-opioid, DAMGO-evoked Fluo4 calcium flux; active compounds read low; B-score at 10 µM; actives 0.39% (n = 300,000); AID 2247;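 active = B-score over 3 SD under the library average, no early fluorescence shift, positive overall ratio signal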
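Assay system – HEK293 line stably carrying TRPC4beta and mu-opioid receptor · Doses – single dose · Detection – Fluo4 calcium-dye fluorescence, kinetic read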
HIF act – HIF pathway transcriptional activation; U2OS HRE-luciferase reporter, luminescence; normalized: DMSO 0%, desferrioxamine 100%; activation, % at 7.5 µM (by protocol); actives 0.32% (n = 300,000); AID 1910;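 active = mean activation of at least 10% of the iron chelator positive control signal, with at least half of replicates also reaching 10%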
RGS4 inh – human RGS4 inhibition. P49798. HEK293 M3R/RGS4 inducible, Fluo-4 calcium flux; active compounds read high; triggered by carbachol at its EC20. B-score at 10 µM. actives 0.45% (n = 310,000). AID 463165;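 active = B-score, a plate-corrected calcium signal, over three deviations above library mean, with baseline fluorescence within five deviations of library mean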;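 also: RGS4 expression induced by doxycycline in cells with stable M3 receptor; B-score is computed from the integrated fluorescence ratio over baseline after carbachol; higher B-score means a larger calcium signal and so more RGS4 inhibition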
SKKanGAS inh – SKKanGAS growth inhibition. S. pyogenes SKKanGAS, kanamycin growth, BacTiter-Glo, 6 h. inhibition, % at 7.5 µM. actives 1.3% (n = 300,000). AID 1662;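 active = mean replicate score, as percent of positive control median, at least 50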;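 also: strain carries kanamycin resistance gene driven by streptokinase promoter and grows in 40 µg/ml kanamycin; loss of luminescence reflects streptokinase promoter inhibition or plain growth inhibition; 0% = median of DMSO wells and 100% = positive control at its reference dose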
RGS4 act – potentiators or activators of RGS4 | HEK293 M3R/inducible RGS4, carbachol calcium flux Fluo4; active compounds read low | B-score at 10 µM | actives 0.92% (n = 310,000) | AID 463111;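 active = B-score of the integrated calcium signal more than 4 SD below the library mean, with starting fluorescence not abnormally high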;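 also: negative B-score means reduced calcium response which marks RGS4 activation or potentiation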
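Reagent: ECmax carbachol challenge; Test system: M3R-expressing HEK293 line, RGS4 induced by doxycycline; Schedule: overnight RGS4 induction, 30 min dye load 37 °C, 20 min compound RT; Detection: calcium dye Fluo4 fluorescence; Read-out: Agonist-evoked peak-minus-minimum fluorescence over baseline, integrated ratio, B score.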
Platelet DG rel – modulates dense granule release in human platelets. human platelet-rich plasma, SFLLRN dense granule ATP release, luminescence. inhibition, %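 (compounds screened at 7.5 µM in platelet-rich plasma)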. actives 0.22% (n = 300,000);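 active = mean replicate score, as percent of positive control, at or above 50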
TRPC6 act – mouse TRPC6 channel activation. Q61143. HEK293-TRPC6 membrane potential dye fluorescence; active compounds read high. B-score at 10 µM. actives 0.13% (n = 310,000);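 active = B-score of the integrated fluorescence ratio above library mean plus 3 SD, and starting fluorescence ratio within library mean plus 5 SD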;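 also: higher score means more depolarization so channel activation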
MrgX1 antagonist – antagonists of human MrgX1 receptor; Q96LB2; MRGX1-HEK293 calcium flux, Fluo-4, BAM8-22 antagonism; active compounds read low; B-score at 10 µM; actives 1.3% (n = 310,000); AID 588676;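 active = calcium-response B-score plate-corrected more than 3 library SD below zero, starting fluorescence within 5 deviations, no agonist response on first addition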;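 also: peak minus trough fluorescence over baseline after final BAM8-22 challenge near maximal dose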
MrgX1 agonist – human MrgX1 receptor agonism, primary screen; Q96LB2; MrgX1-HEK293 cells, Fluo-4 calcium fluorescence, agonist mode; active compounds read high; B-score at 10 µM; actives 0.44% (n = 310,000); AID 588627;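 active = calcium response B-score plate-corrected fluorescence ratio at least 3 library SD, with starting fluorescence B-score inside 5 SD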
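Assay system: MrgX1-expressing HEK293 cells / Amount: fifteen thousand cells per well / Doses: test compound in the initial addition of three / Timing: cells plated overnight, dye loaded 0.5 h 37 °C, 0.5 h room temperature / Technique: kinetic calcium dye fluorescence, Fluo-4 NW / Control set: positive and negative controls per plate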
Active calls of the source: *; i = inactive.

SMILES	TRPC6 inh	MrgX1 allo act	TRPC4 block	HIF act	RGS4 inh	SKKanGAS inh	RGS4 act	Platelet DG rel	TRPC6 act	MrgX1 antagonist	MrgX1 agonist
CCn1nnnc1-c1ccc(OC)c(S(=O)(=O)NCCc2ccccc2)c1	i	i	i	-0.3	i	-1	i	0	i	i	i
COC(=O)c1cc(C(=O)OCC(=O)NC(=O)c2ccccc2)cc([N+](=O)[O-])c1	i	i	i	-2.0	i	-5	i	4	i	i	i
Cn1cnc([N+](=O)[O-])c1NC(C)(C)C	i	i	i	-0.3	i	-3	i	-12	i	i	i
Cc1nn(Cc2ccccc2)c2c1C(c1ccc(Cl)cc1)C(C#N)=C(N)O2 (configuration not stated)	i	i	i	-0.1	i	0	i	4	i	i	i
COc1ccc(OCCCC(=O)Nc2cccc([N+](=O)[O-])c2)cc1	i	i	i	-0.1	i	-16	i	-13	i	i	i
Cc1cccc(C(=O)Nc2sc3c(c2C(=O)O)CCCC3)c1	i	i	i	3.4	i	20	i	-2	i	i	i
Cc1ccc(C)c(Cn2ncc3ccccc32)c1	i	i	i	2.7	i	6	i	-4	i	i	i
c1cc(Nc2ncnc3sccc23)cc(-c2nnc3n2CCCCC3)c1	i	i	i	1.0	i	-1	i	-4	i	i	i
COc1ccc(-c2noc(CSc3nc(N)cc(=O)[nH]3)n2)cc1	i	i	i	0.2	i	-5	i	-2	i	i	i
COc1cc(O)c(C(CCN2CCCC2)c2ccc3c(c2)OCO3)c(OC)c1 (configuration not stated)	i	i	i	0.6	i	1	i	5	i	i	i
CCOC(=O)c1sc(NC(=O)CCN2C(=O)c3cccc([N+](=O)[O-])c3C2=O)c(C(=O)OCC)c1C	i	i	i	-0.1	i	12	i	-2	i	i	i
CC(=O)c1cc2c(cc1NC(=O)c1ccc(C)cc1)OCO2	i	i	i	0.0	i	-3	i	-5	i	i	i
COC(=O)Nc1ccc(S(=O)(=O)N2CCC(C(=O)N(C)C3CCCCC3)CC2)cc1	i	i	i	-0.2	i	3	i	-1	i	i	i
Cc1cc(C)c(S(C)(=O)=O)c(S(=O)c2ccc(Cl)cc2)n1 (configuration not stated)	i	i	i	-0.3	i	5	i	-3	i	i	i
COC(=O)c1cc(S(=O)(=O)N2CCOCC2)c(Cl)cc1N1CCOCC1	i	i	i	0.0	i	2	i	3	i	i	i
CCCCOc1ccc(S(=O)(=O)Nc2cc(OC)ccc2OC)cc1	i	i	i	0.1	i	-5	i	-7	i	i	i
O=C(CCC(=O)N(CC(=O)NC1CCCCC1)Cc1ccccc1)Nc1ccccn1	i	i	i	-0.2	i	2	i	11	i	i	i
O=C(O)c1ccc(Nc2ccc([N+](=O)[O-])c3nonc23)cc1	i	i	i	-21	i	7	i	-9	i	i	i
Cc1ccc(Oc2ccccc2/C=C2\SC(=O)N(C)C2=O)cc1	i	i	i	-0.3	i	-1	i	2	i	i	i
CC(=O)Nc1nnc(CCN2CCCCC2)s1	i	i	i	0.4	i	-2	i	-6	i	i	i
CC1CN(C(=O)CCC(=O)NC2CCCCC2)c2ccccc2S1 (configuration not stated)	i	i	i	-0.3	i	-1	i	1	i	i	i
CCN(CC)S(=O)(=O)c1ccc(N2CCOCC2)c(NC(=O)COc2ccc(Cl)cc2)c1	i	i	i	-0.3	i	6	i	3	i	i	i
CC(C)CCC(=O)N1CCC(N2CCC(C(=O)NCc3ccccn3)CC2)CC1	i	i	i	0.1	i	-1	i	-9	i	i	i
COC(=O)/C(C#N)=C1/C=Cc2ccccc2N1	i	i	i	0.8	i	-3	i	5	i	i	i
CSc1ccc(CN(C)C(=O)CNC(=O)c2ccc3c(c2)OCO3)cc1	i	i	i	0.0	i	-7	i	-5	i	i	i

(further entries)
SMILES	TRPC6 inh	MrgX1 allo act	TRPC4 block	HIF act	RGS4 inh	SKKanGAS inh	RGS4 act	Platelet DG rel	TRPC6 act	MrgX1 antagonist	MrgX1 agonist
NC(=O)c1ccc(NC(=O)CSc2nnc(-c3cccnc3)n2Cc2ccco2)cc1	i	i	i	-0.1	i	-2	i	-2	i	i	i
COc1ccc(/C=C2\SC(=S)N(c3cccnc3)C2=O)cc1	i	i	i	0.0	i	-3	i	-3	i	i	i
COc1ccc(C)cc1C(=O)C1CC(C(=O)O)C(C)(C)C1C (configuration not stated)	i	i	i	-0.2	i	1	i	1	i	i	i
Cc1c(C(=O)Nc2ccc(F)cc2)oc2ccc(S(=O)(=O)N3CCCC3)cc12	i	i	i	-0.1	i	-9	i	10	i	i	i
COc1ccc(CNc2oc(Cc3cccc4ccccc34)nc2C#N)cc1	i	i	i	0.0	i	54*	i	-2	i	i	i
O=C(CCCc1c[nH]c2ccccc12)NCc1ccccc1C(F)(F)F	i	i	i	-1.1	i	-5	i	7	i	i	i
O=C(NCc1cccs1)c1csc2c1CCCCC2	i	i	i	-0.2	i	7	i	7	i	i	i
Cc1cc(C(=O)N2CCCC(C(=O)c3ccc4ccccc4c3)C2)nn1C (configuration not stated)	i	i	i	-0.3	i	-2	i	1	i	i	i
O=C(NCc1cccc(F)c1)c1noc2c1CCCC2	i	i	i	0.8	i	1	i	16	i	i	i
COc1ccc(N2CCN(c3ccc(NC(=O)C4CCCCC4)cc3C#N)CC2)cc1	i	i	i	-0.7	i	-1	i	-4	i	i	i
Cc1cccc(S(=O)Cc2ccc(C(=O)NC3CCN(Cc4ccccc4)CC3)o2)c1 (configuration not stated)	i	i	i	0.0	i	21	i	5	i	i	i
CCOC(=O)c1c(NC(=O)C(C)Sc2c[nH]c3ccccc23)sc2c1CCC2 (configuration not stated)	i	i	i	-0.1	i	19	-7.4*	0	i	i	i
CCN1CCN(C(=O)CN(CCc2ccccc2)S(C)(=O)=O)CC1	i	i	i	0.1	i	-2	i	-2	i	i	i
O=C(NC1CCCN(Cc2ccc(Cl)cc2)C1)c1cccc(N2CCCC2=O)c1 (configuration not stated)	i	i	i	-0.1	i	-1	i	2	i	i	i
O=C(OCC(=O)N1CCCCC1)c1cc2ccccc2cc1O	i	i	i	1.2	i	-6	i	-2	i	i	i
O=C(O)CCc1nn2c3ccccc3n(Cc3ccccc3)c2nc1=O	i	i	i	0.5	i	5	i	2	i	i	i
CC(C)Cn1c(N)c(C(=O)COC(=O)Cc2cccc(C(F)(F)F)c2)c(=O)n(C)c1=O	i	i	i	-0.4	i	-7	i	0	i	i	i
O=C(NC1CCCCCCC1)c1ccc2c(c1)N(Cc1ccc(F)cc1)C(=O)CS2=O (configuration not stated)	i	i	i	0.1	i	7	i	1	i	i	i
COc1ccc(C(=O)OCCN2CCOCC2)cc1	i	i	i	0.0	i	-2	i	7	i	i	i
CC(C)CN(C(=O)CN1CCN(c2ccccc2F)CC1)c1c(N)n(CC(C)C)c(=O)[nH]c1=O	i	i	i	1.0	i	1	i	13	i	i	i
Cc1cc2c(cc1S(=O)(=O)CCC(=O)NC1CCCCC1C)OCC(=O)N2 (configuration not stated)	i	i	i	-0.2	i	1	i	-12	i	i	i
O=C(CCSc1ccccc1)N1CCCC1	i	i	i	1.2	i	-1	i	11	i	i	i
CCOc1ccc(Nc2nc(NCc3ccco3)nc(N)c2[N+](=O)[O-])cc1	i	i	i	0.3	i	5	i	1	i	i	i
CC(=O)OCCOc1nc(NC(C)C)nc(NC(C)C)n1	i	i	i	-0.2	i	-1	i	0	i	i	i
O=C(/C=C/c1ccccc1)Nc1cccc(C(=O)O)c1	i	i	i	-8.0	i	4	i	6	i	-5.6*	i

The listing continues:
SMILES	TRPC6 inh	MrgX1 allo act	TRPC4 block	HIF act	RGS4 inh	SKKanGAS inh	RGS4 act	Platelet DG rel	TRPC6 act	MrgX1 antagonist	MrgX1 agonist
CCOC(=O)N1CCC(NC(=O)c2cc(C(=O)Nc3ccc(OCC)cc3)ccc2CO)CC1	i	i	i	0.9	i	0	i	0	i	i	i
COc1ccc(N2CCN(C(=O)CCNS(=O)(=O)c3cccs3)CC2)cc1	i	i	i	0.1	i	-6	i	0	i	i	i
O=[N+]([O-])c1ccc(O)c(C=Nc2cccc3ccccc23)c1	i	i	i	-0.9	i	12	i	3	i	i	i
COc1ccc(C)cc1NC(=O)CN(C)S(=O)(=O)c1ccc2c(c1)CC(C)N2C(C)=O (configuration not stated)	i	i	i	-0.4	i	0	i	8	i	i	i
O=C1c2cccc3cccc(c23)N1Cc1ccc(F)cc1	i	i	i	0.2	i	-3	i	10	i	i	i
COc1ccc(CNc2nc3ccccc3n2Cc2ccccc2)cc1OC	i	i	i	-0.7	i	3	i	5	i	i	i
CCOc1ccc2[nH]c(C(=O)N/N=C/c3ccc(OC)cc3)cc2c1	i	i	i	0.2	i	0	i	4	i	i	i
Cc1ccc(NC(=O)CCn2c(=O)c3cccn3c3ccccc32)cc1C	i	i	i	0.3	i	5	i	2	i	i	i
CCOCCOC(=O)NCCCCCCNC(=O)OCCOCC	i	i	i	-0.7	i	5	i	-12	i	i	i
Clc1ccc(/C=C/c2nc3ccccc3[nH]2)cc1	i	i	i	-3.5	i	17	i	78*	i	i	i
CCn1cc(C2C3=C(CC(C)(C)CC3=O)N(c3ccccc3)C3=C2C(=O)CC(C)(C)C3)c(C)n1	i	i	i	-0.2	i	-4	i	1	i	i	i
COC(=O)c1ccc(COc2ccc(C)cc2[N+](=O)[O-])o1	i	i	i	1.5	i	-6	i	-4	i	i	i
COC1c2ccccc2C(=O)N1Cc1ccc(F)cc1 (configuration not stated)	i	i	i	-0.9	i	6	i	1	i	i	i
CN(C)c1ccnc(-n2cccc2/C=N/OCc2ccccc2)c1C#N	i	i	i	-0.2	i	-3	i	3	i	i	i
COc1ccc(CCOC(=O)CNC(=O)c2ccc(Cl)cc2Cl)cc1	i	i	i	-0.4	i	-13	i	2	i	i	i
COc1ccc(OCc2nc(N)nc(Nc3ccc(C)cc3)n2)cc1	i	i	i	3.3	i	-2	i	2	i	i	i
COC(=O)COC(=O)c1ccc(Oc2nc(OC)nc(N(C)C)n2)cc1	i	i	i	0.1	i	1	i	2	i	i	i

Look-ups from the list:
O=[N+]([O-])c1ccc(O)c(C=Nc2cccc3ccccc23)c1 @ SKKanGAS inh: 12
COc1ccc(CNc2nc3ccccc3n2Cc2ccccc2)cc1OC @ HIF act: -0.7
COC(=O)c1ccc(COc2ccc(C)cc2[N+](=O)[O-])o1 @ Platelet DG rel: -4
